# RXFP1 antagonist – antagonists of human relaxin receptor RXFP1; Q9HBX9; HEK293-RXFP1, relaxin-stimulated cAMP HTRF, 30 min; stronger effect = lower value; activity change, negative = inhibition, % at 57.5 µM; actives 0.59% (n = 350,000);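 active = activity change of -60% or lower, but not beyond a set lower limit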; note: % is set by controls: 0 for no effect and ±100 for the full control effect
# Target sequence (Q9HBX9 whole entry, looked up): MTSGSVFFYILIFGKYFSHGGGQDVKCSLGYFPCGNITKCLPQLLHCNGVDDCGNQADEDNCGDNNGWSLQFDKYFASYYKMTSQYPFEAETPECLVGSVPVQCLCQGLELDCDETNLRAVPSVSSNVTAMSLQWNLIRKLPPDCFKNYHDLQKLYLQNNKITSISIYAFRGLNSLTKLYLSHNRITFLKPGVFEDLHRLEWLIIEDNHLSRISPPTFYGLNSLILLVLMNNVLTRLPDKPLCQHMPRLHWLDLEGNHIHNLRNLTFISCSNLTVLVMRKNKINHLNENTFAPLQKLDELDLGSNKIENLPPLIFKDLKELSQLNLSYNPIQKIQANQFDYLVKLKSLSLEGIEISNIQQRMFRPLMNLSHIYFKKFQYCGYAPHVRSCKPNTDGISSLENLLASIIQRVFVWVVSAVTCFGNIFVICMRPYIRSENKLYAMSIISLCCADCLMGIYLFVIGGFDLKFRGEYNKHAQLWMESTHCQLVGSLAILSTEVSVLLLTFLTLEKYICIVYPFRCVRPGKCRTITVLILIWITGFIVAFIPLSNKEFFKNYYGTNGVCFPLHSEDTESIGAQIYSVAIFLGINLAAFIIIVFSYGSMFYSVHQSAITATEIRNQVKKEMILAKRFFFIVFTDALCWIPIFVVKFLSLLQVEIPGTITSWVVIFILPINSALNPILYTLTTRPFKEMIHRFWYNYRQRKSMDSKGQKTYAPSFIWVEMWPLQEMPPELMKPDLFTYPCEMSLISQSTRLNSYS
# D1 ag – human D1 receptor agonism; P21728; AID 504660; activation, % at 2 µM; HEK293 T-REx D1 cells, calcium flux, agonist mode; actives 1% (n = 360,000); note: 0% is about no effect
#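 Tetracycline-induced HEK293 TREx D1 cells, force-coupled to calcium signalling, were dye-loaded with a no-wash calcium kit. Compound was pin-added after a 10 s baseline. Fluorescence was read kinetically at 1 cycle/s for 180 s, with calcium rises flagged as agonism.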
# D2 antag – antagonists of human D2 dopamine receptor; P14416; actives 2% (n = 340,000); HEK293 TREx D2 cells, calcium flux, dopamine EC80; inhibition, % at 10 µM; in the data active = inhibition above about 30%; note: 0% is about no effect
#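 Tetracycline-induced HEK293 TREx cells expressing D2 receptor forced-coupled to calcium signalling, loaded with no-wash calcium dye. Compounds added and calcium flux read 180 s, then dopamine added at EC80 and read a further 180 s.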
# TRHR agonist – TRH receptor (human) agonism; P34981; actives 0.18% (n = 360,000); TRHR cells, calcium flux fluo-8, FDSS agonist mode; AID 493084; activation, % at 2 µM; note: 0% is about no effect
#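 TRHR-expressing cells loaded with fluo-8 calcium dye; 23 nL library compound pin-transferred, kinetic FDSS fluorescence (Ex 480/Em 530) recorded about 180 s for agonist-induced calcium release, before a 10 nM TRH EC20 addition for potentiator mode.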
# TRHR PAM – TRH receptor (human) allosteric enhancement | P34981 | TRHR cells, fluo-8 calcium fluorescence, EC20 TRH enhancement | enhancement, % at 2 µM | actives 0.66% (n = 360,000) | AID 493056; in the data active = enhancement above about 30%; note: 0% is about no effect
#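 TRHR-expressing cells loaded with fluo-8 calcium dye were read kinetically (ex 480/em 530) during compound addition, then stimulated with an EC20 of TRH (10 nM final). Enhancement of the Gq-mediated intracellular calcium response was scored.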
# D1 PAM – potentiators of human D1 dopamine receptor. HEK293 TREx D1 cells, calcium flux, dopamine EC20 potentiation. actives 0.036% (n = 360,000). potentiation, % at 10 µM. P21728; in the data active = potentiation above about 30%; note: 0% is about no effect
# D1 antagonist – antagonists of human D1 dopamine receptor. actives 3.2% (n = 360,000). P21728. activity change, negative = inhibition, % at 10 µM. HEK293 TREx D1 cells, calcium flux, dopamine EC80; stronger effect = lower value; in the data active = activity change below about -30%; note: % is set by controls: 0 for no effect and ±100 for the full control effect
#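 HEK293 T-REx cells expressing inducible, force-coupled D1 receptor; no-wash Ca dye, 30–90 min RT. Cmpd → 180 s read at 1 Hz → EC80 DA → 180 s read.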
# D2 PAM – D2 dopamine receptor (human) potentiation; HEK293 T-REx D2, calcium flux, EC20 dopamine potentiation; potentiation, % at 10 µM; actives 0.34% (n = 340,000);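 active = potentiation over 3 SD above the plate norm, cut at about 30% in these data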; note: 0% is about no effect
#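 Calcium flux readout, no-wash dye, 1 read/s. Inducible HEK293 Trex D2 line, overnight 30 C. Compound alone 180 s (agonist flags), then EC20 dopamine, another 180 s to score potentiation.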
# D2 agonist – agonists of human D2 dopamine receptor | HEK293 T-REx D2 cells, calcium flux agonist mode | activation, % at 2 µM | actives 0.53% (n = 340,000);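 active = activation over 3 SD above normal in the single-dose calcium agonist read, cut at about 30% in these data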; note: 0% is about no effect
#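 Tetracycline-induced HEK293 Trex cells with D2 receptor force-coupled to calcium signaling, plated overnight at 30 C and loaded with no-wash calcium dye. Calcium flux read kinetically for 180 s after compound addition; responses flag agonists.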
# Starred values were filed as active, the others as inactive; / = not tested or not shown; & = joins results of further samples. Cut-off read from the data, not from the text of the source, unless noted: active = activation above about 30%; inactive = the rest.
smiles	TRHR PAM	D1 PAM	TRHR agonist	D2 antag	D1 antagonist	D2 agonist	D1 ag	D2 PAM	RXFP1 antagonist
NNC(=O)c1ccc(S(=O)(=O)N2CCc3ccccc32)cc1	-3	0	1.0	3	-13	0.0	5	14	-22
Cc1c(C)n(C)c2ccc(C(=O)NCCCN3CCCCC3C)cc12 (stereo not drawn)	6&4	1&-4	-0.5&-0.6	-13	2&8	1.4&-0.5	6&2	-21&9	-9&-3
Cc1ccccc1-c1nnc(SCC(=O)N2CCCCC2)o1	6	-4	-0.7	/	-12	-0.2	2	-4	14
Cc1ccc(S(=O)(=O)NC(=O)c2ccccc2C)cc1	1	-4	0.0	-4	-4	0.6	4	6	0
CC(=O)c1sc(NC(=O)Cc2c(F)cccc2Cl)nc1C	10	0	-0.8	-15	0	0.0	9	-2	12
Cc1ccc(C2CC(=O)n3nc(-c4ccc(Cl)cc4)nc3S2)cc1 (stereo not drawn)	3	-7	0.5	/	1	-0.2	0	-14	-17
CCCCOC(=O)c1ccc(NC(=S)NC(=O)c2ccco2)cc1	2	-5	0.9	1	-9	-0.5	7	-3	5
CC(C)(C)n1cnc2cc(NCc3ccccc3Cl)ccc21	7	1	-1.4	/	2	-0.2	4	10	/
CCCCSCCCNC(=O)c1cn(C)c2ccc(S(=O)(=O)N3CCCC3)cc2c1=O	-2&-2	3&1	0.4&0.4	0	7&-12	0.3&0.6	4&0	-3&4	-13&-6
COC(CNC(=O)CN1C(=O)COc2ccc(S(=O)(=O)N3CCOCC3)cc21)OC	-1	-2	-0.5	-18	19	0.1	-1	0	2
CCN(CC)C(=O)CSc1n[nH]c(=S)n1N	4	2	0.5	0	3	0.3	4	6	10
Cc1ccc(S(=O)(=O)N(C)CC(=O)O/N=C(\N)c2cccc(Br)c2)cc1	-2	-2	6.6	-4	-5	2.3	15	10	-19
CCOC(=O)c1c(-c2ccccc2)oc2ccc(O)c(CN(C)C)c12	-4	-6	-0.3	-7	4	0.1	1	-1	-14
CCCNC(=O)c1c(N)n(-c2ccc(S(N)(=O)=O)cc2)c2nc3ccccc3nc12	-5	-9	2.3	14	-24	1.4	9	-9	/
Cc1ccc(OCC(=O)Nc2ccc(S(=O)(=O)Nc3ccccn3)cc2)cc1	28	-11	-0.2	1	-4	2.3	8	15	-2
Cn1c(=O)c2c(O)c(C=Nc3ccc(F)cc3)c(=O)n(C)c2n(C)c1=O	-4	1	0.2	9	-10	1.0	4	3	6
Cc1cc2oc(C(=O)Nc3ccc(S(=O)(=O)Nc4onc(C)c4C)cc3)cc(=O)c2cc1C	2	-3	0.0	/	10	0.3	1	-5	-2
Cc1ccc(SC/C(O)=C(\C#N)c2nc3ccccc3s2)cc1	-2	-1	1.6	7	-18	3.7	21	-4	-15
CCCc1c(-c2ccc(O)cc2)nn(-c2ccc(O)cc2)c1-c1ccc(O)cc1	2	0	-0.6	-16	3	-1.0	0	7	/
CN1CCC(N(C)C(=S)NCCc2ccccc2)CC1	1	-3	0.5	-11	8	-0.1	4	4	9
C/C(=N/NC(=O)CCCOc1ccc(Cl)cc1Cl)c1ccc(C)o1	2	8	-0.2	-5	7	/	0	-17	-10
Cc1cc(/C=N/Nc2ccc([N+](=O)[O-])cn2)c(C)n1-c1ccc(C(=O)O)cc1	3	-12	3.7	-15	22	2.7	13	-3	-20
COc1ccccc1-c1cc(-c2ccccc2)nc(=O)[nH]1	-13	3	-0.1	-15	-13	0.0	-1	3	-6
Cc1ccc(CCNC(=O)C2CC(c3ccccc3[N+](=O)[O-])=NO2)cc1 (stereo not drawn)	-1	0	-0.3	-7	9	0.6	11	14	/
O=[N+]([O-])c1cccc(-c2nc(-c3cccs3)c(-c3cccs3)[nH]2)c1	4	-8	-0.9	5	-36*	0.5	2	-2	-10
O=C(/C=C/c1ccco1)OCC1CCCN2CCCCC12 (stereo not drawn)	0	0	0.0	-10	-7	-0.5	4	-9	-10
O=C(Nc1cccc(Cl)c1)c1ccc(-n2cncn2)c([N+](=O)[O-])c1	2	-3	-0.1	6	-4	0.1	6	-6	-4
CN(C)CCNC(=O)c1cc(Br)ccc1Cl	6	-4	-0.3	-7	-9	-0.3	0	-18	3
O=C(O)CN1C(=O)/C(=C/C=C/c2ccccc2)SC1=S	-4	9	0.7	-20	-3	1.5	2	6	1
COc1ccc(C(=O)COC(=O)c2ccccc2C(=O)N(C)c2ccccc2)c(OC)c1	-10	-4	-0.8	7	-26	0.0	6	0	-32
Cc1ccnc(NC(=O)c2ccccc2NC(=O)C(C)(C)C)c1	-3	-7	-0.2	10	-14	0.3	0	9	4
NC1=NC[C@H](c2ccccc2)N1CCc1cccc(F)c1	-1	-4	0.3	12	-14	-0.3	1	7	/
Nc1ccc(O)cc1C(=O)OCC(=O)c1ccc(C2CCCCC2)cc1	0	-5	0.4	-7	-6	0.4	2	-4	-37
COc1ccc(N2CCN(c3ncnc4c3cnn4-c3ccc(C)c(Cl)c3)CC2)cc1	2	-1	-0.1	/	-1	-0.3	0	-9	-1
O=C1CCCC(NCCCCCCNC2=C([N+](=O)[O-])C(=O)CCC2)=C1[N+](=O)[O-]	5	-5	0.0	4	-92*	0.3	0	12	-6
O=C(CNS(=O)(=O)c1cccc(Cl)c1)Nc1ccc(-c2nc3ccccc3s2)cc1	-2	0	0.6	6	-13	0.3	2	5	-5
COC(=O)/C=C1\NC(=O)C(C)S1 (stereo not drawn)	3	-1	0.3	/	10	/	4	6	-35
CCOC(=O)c1cc(-c2ccc(F)cc2)nc2c1c(=O)[nH]c(=O)n2Cc1ccccc1	6	-6	1.2	-12	-2	1.2	3	-7	4
CC1C(=O)Nc2ccc(S(=O)(=O)N3CCN(c4cccc(Cl)c4)CC3)cc2NC1=O (stereo not drawn)	0	-8	0.4	-10	-28	11	1	-9	-24
CC[C@@H](C)[C@@H](C(=O)N1CCN(C(=O)OC(C)(C)C)CC1)n1cc(CCCCNC(=O)OC(C)(C)C)nn1	1	-4	-0.7	-18	-7	-0.2	0	4	/
Cc1noc(C)c1C(=O)NCCC1=CCCCC1	-3	-1	-0.3	-1	14	0.2	0	-3	-9
CCN1C(=O)CS/C1=C(\C#N)S(=O)(=O)c1ccccc1	3	1	2.4	-26	-5	0.7	1	3	-3
Cc1ccc(NC(=O)c2c(C)oc3ccc(O)c(CN4CCOCC4)c23)cc1	-6	1	-0.9	/	6	/	-3	4	-5
CC(=O)N1CCc2cc(CNC(=O)Nc3ccccc3C(F)(F)F)ccc21	-3	0	0.1	/	-10	-0.3	-1	-2	/
CC1CC/C(=N/Nc2ccccc2)C(=O)N1 (stereo not drawn)	9	8	1.4	-20	-10	0.8	2	-21	0
O=C(CSc1nnnn1-c1ccccc1)Nc1ncc2c(n1)CC(c1ccco1)CC2=O (stereo not drawn)	-1	0	-1.0	/	-5	/	4	/	0
COc1ccc(S(=O)(=O)Nc2cc(OC)c(NC(=O)c3ccco3)cc2OC)cc1	-4	-5	-0.3	22	3	-0.1	1	4	7
CC(=O)Oc1ccc2nc(/C=C/c3ccc(C=O)cc3)oc(=O)c2c1	0	-2	0.3	/	-5	/	5	/	-3
COc1cc(C2C(C#N)=C(N)Oc3n[nH]c(C)c32)ccc1OC(=O)c1ccccc1 (stereo not drawn)	14	-6	-0.2	9	-17	-1.6	4	-5	-15
O=C(Cn1nnc(-c2ccncc2)n1)N1CCc2ccccc21	-4	-4	0.2	-20	2	-0.1	1	2	-2
O=C(COc1cccc2c1CCN(Cc1ccc(Br)cc1)C2=O)N1CCOCC1	-2	-3	0.5	-4	-3	-0.2	5	0	-8
Cn1cccc1CC(=O)NNC(=S)Nc1ccc(Cl)cc1Cl	2	-5	-1.3	9	-19	-0.1	2	0	-5
O=C(c1cccs1)N1CCN(c2nc3ccc([N+](=O)[O-])cc3s2)CC1	0	-9	1.6	-13	-27	0.2	10	4	-9
OCCC1CN(Cc2nc3ccccc3s2)CCN1C1CCCC1 (stereo not drawn)	3	-2	0.2	/	6	/	4	/	3
COC(c1ccccc1)c1c(-c2ccccc2)nn(C)c1Cl (stereo not drawn)	-12	-4	0.7	-9	-2	-0.9	2	13	13
Cc1cc(C)n(S(=O)(=O)Cc2ccccc2)n1	7	-3	1.0	-34	10	-0.4	0	12	-17
CCN1CCN(c2ccc(S(=O)(=O)N3CCCCC3)cc2NC(=O)CC(NC(C)=O)c2ccccc2)CC1 (stereo not drawn)	0	-5	0.3	9	-3	0.4	1	14	-8
CC(C)Oc1cccc(C(=O)O)c1	3	-5	1.3	-5	0	-0.5	2	2	22
COC(=O)c1ccc(=O)n(Cc2ccc3c(c2)OCO3)c1	5	-2	0.9	-2	-11	0.1	2	1	3
CCCc1cc(=O)oc2c(C)c(OCC(=O)N3CCC(C(N)=O)CC3)ccc12	19	0	0.3	14	2	-0.1	1	-2	/

# The list goes on.
smiles	TRHR PAM	D1 PAM	TRHR agonist	D2 antag	D1 antagonist	D2 agonist	D1 ag	D2 PAM	RXFP1 antagonist
Fc1ccc(CN2CCSCC2)cc1F	-5	-2	-0.3	2	-8	-2.3	-1	12	-4
COc1cccc(CNC(=O)C2CCCN(S(=O)(=O)c3cccc4nonc34)C2)c1 (stereo not drawn)	-10	-3	-0.5	-7	-8	0.2	2	3	-5
Cn1c(CNC(=O)c2ccccc2F)nnc1SCC(=O)Nc1nncs1	7	8	-1.4	26	6	0.7	-1	2	-5
Cc1cnc(C(=O)Nc2ccc(C)c(S(=O)(=O)N3CCCCC3)c2)cn1	2	-4	-0.7	-13	-2	-0.4	1	0	4
O=C(NCCN1CCCC1)c1ccc(Cl)cc1Cl	5	-4	0.3	-23	6	-0.3	-1	-10	2
COc1ccc(CCC(=O)NC2CC(=O)N(c3ccc(C)cc3)C2)cc1 (stereo not drawn)	4	-3	0.3	/	/	0.4	-1	-6	-2
CCOc1ccc(NC(=O)c2cc3ccccc3cc2OC)cc1	-1	-12	-0.3	2	-18	0.6	5	-5	-14

# Full records, looked up by structure. Order of values: TRHR PAM | D1 PAM | TRHR agonist | D2 antag | D1 antagonist | D2 agonist | D1 ag | D2 PAM | RXFP1 antagonist
# `Cn1c(CNC(=O)c2ccccc2F)nnc1SCC(=O)Nc1nncs1` reads 7 | 8 | -1.4 | 26 | 6 | 0.7 | -1 | 2 | -5
# `Fc1ccc(CN2CCSCC2)cc1F` reads -5 | -2 | -0.3 | 2 | -8 | -2.3 | -1 | 12 | -4
# `COc1cccc(CNC(=O)C2CCCN(S(=O)(=O)c3cccc4nonc34)C2)c1` (stereo not drawn) reads -10 | -3 | -0.5 | -7 | -8 | 0.2 | 2 | 3 | -5
# `COc1ccc(CCC(=O)NC2CC(=O)N(c3ccc(C)cc3)C2)cc1` (stereo not drawn) reads 4 | -3 | 0.3 | / | / | 0.4 | -1 | -6 | -2

# Screening results: PubChem, National Center for Advancing Translational Sciences (NCATS)
